# Screens deposited in PubChem BioAssay by The Scripps Research Institute Molecular Screening Center.
# ssDAF12 agonist: S. stercoralis DAF-12 nuclear receptor activators, primary screen, cell-based, luminescence, HEK293, GRIP1 co-expression, lit1-tk-luc; HEK293 ssDAF-12/GRIP1 lit1-tk-luc reporter; % of 3 µM dafachronic acid response; activation, % at 6.8 µM; Nuclear hormone receptor DAF-12 (Strongyloides stercoralis); actives 1% (n = 370,000);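 active means activation above the mean over all tested compounds plus 3 SD, cut at about 0.9% in these data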;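 further: 0% = DMSO-only wells and 100% = 3 µM delta7-dafachronic acid wells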
# PLCg1 inh: PLC-gamma1 enzyme inhibitors, primary screen, biochemical, fluorescence, purified enzyme. 1-phosphatidylinositol 4,5-bisphosphate phosphodiesterase gamma-1 (Homo sapiens), P19174. fluorogenic substrate. inhibition, % at 12.2 µM. actives 0.84% (n = 370,000); in the data active means inhibition above about 9.5%
# FXN GAA850 act: FXN promoter activators, primary screen, cell-based, luciferase luminescence, HEK293 lucGAA850; HEK293 lucGAA850 FXN promoter luciferase reporter, 24 h; percent of 10 µM SAHA response; activation, % at 6 µM; actives 0.56% (n = 360,000);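 active means activation above the average of all compounds screened plus 3 SD, cutoff fixed separately per campaign, cut at about 7.5% in these data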;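 further: 0% = DMSO wells and 100% = 10 µM SAHA wells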
# PLCb3 inh: human PLC-beta3 inhibitors, primary screen, biochemical, fluorescence; 1-phosphatidylinositol 4,5-bisphosphate phosphodiesterase beta-3 (Homo sapiens), Q01970; Purified PLC-beta3, fluorogenic substrate; inhibition, % at 12.2 µM; actives 0.18% (n = 370,000); AID 720704, 2013; in the data active means inhibition above about 11%;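 further: 0% = median of compound wells on plate and 100% = full blocker control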
# sPLA2-III inh: human group III sPLA2 inhibitors, primary screen, biochemical, QFRET, BODIPY PC-A2 liposome substrate. actives 0.56% (n = 370,000). Group 3 secretory phospholipase A2 (Homo sapiens), Q9NZ20. QFRET BODIPY PC-A2 liposome hydrolysis, fluorescence. AID 743126, 2013. inhibition, % at 12.2 µM;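 active means inhibition above mean plus 3 SD of compounds lying within the high and low control bounds, cut at about 19% in these data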;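 further: 0% = median of test compound wells and 100% = no enzyme DMSO wells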
# DAX1 inh-1: DAX1 (NR0B1) inhibitors on StAR promoter, primary screen, cell-based, luminescence, SF-1 (NR5A1), full-length DAX-1; HEK293T StAR-luciferase reporter, SF-1/DAX-1 repression relief; inhibition, % at 6.8 µM; actives 1.1% (n = 370,000); AID 652010, 2013;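 active means inhibition above the mean over all tested compounds plus 3 SD, cut at about 3.6% in these data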;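 further: 0% = DAX-1 cells with DMSO and 100% = cells lacking DAX-1 with DMSO; higher inhibition means more luminescence from relief of DAX-1 repression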
# ADAM17 inh: ADAM17 inhibitors, primary screen, biochemical, QFRET. inhibition, % at 6.95 µM. actives 0.83% (n = 370,000). Disintegrin and metalloproteinase domain-containing protein 17 (Homo sapiens), P78536. AID 720648, 2013. recombinant ADAM17, EDANS/DABCYL FRET peptide cleavage;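 active means inhibition above the mean of compounds lying between control limits plus 3 SD, set per campaign, cut at about 8.5% in these data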;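 further: 0% = DMSO-only wells as the low control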
# Target sequence (P78536 215-824 limits assumed): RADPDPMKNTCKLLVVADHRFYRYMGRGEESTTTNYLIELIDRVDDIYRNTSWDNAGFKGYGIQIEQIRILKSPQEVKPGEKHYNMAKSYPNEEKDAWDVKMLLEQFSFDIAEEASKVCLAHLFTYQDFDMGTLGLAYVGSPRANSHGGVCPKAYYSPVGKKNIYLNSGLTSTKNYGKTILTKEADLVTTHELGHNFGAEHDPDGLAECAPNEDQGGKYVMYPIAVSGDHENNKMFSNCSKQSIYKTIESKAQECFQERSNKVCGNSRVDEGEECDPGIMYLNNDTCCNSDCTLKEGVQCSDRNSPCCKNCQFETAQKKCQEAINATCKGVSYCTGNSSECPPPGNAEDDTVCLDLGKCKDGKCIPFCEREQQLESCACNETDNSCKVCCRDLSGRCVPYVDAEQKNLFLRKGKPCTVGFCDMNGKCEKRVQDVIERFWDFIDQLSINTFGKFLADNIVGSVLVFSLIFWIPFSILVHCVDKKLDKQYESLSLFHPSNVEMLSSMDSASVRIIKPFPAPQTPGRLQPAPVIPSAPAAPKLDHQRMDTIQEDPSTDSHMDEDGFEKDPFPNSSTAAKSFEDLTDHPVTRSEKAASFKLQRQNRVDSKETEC
# hgDAF12 agonist: H. glycines DAF-12 receptor agonists, primary screen, cell-based, luminescence, HEK293, GAL4 fusion, UAS-luciferase. Nuclear hormone receptor DAF-12 (Heterodera glycines), GAL4 fusion. HEK293 GAL4-hgDAF12 UAS-luciferase reporter, agonist luminescence; normalized to butyrate control. activation, % at 6.8 µM. actives 1.8% (n = 370,000);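 active means activation above a cutoff set at the mean of all screened compounds plus 3 SD, cut at about 10% in these data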;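 further: 0% = DMSO wells and 100% = sodium butyrate wells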
# DAX1 inh-2: DAX1 (NR0B1) inhibitors, primary screen, cell-based, HEK293, Gal4-DAX1, luciferase luminescence; actives 0.99% (n = 340,000); AID 504766, 2011; HEK293 Gal4-DAX1 luciferase reporter; inhibition, % at 6.75 µM; Nuclear receptor subfamily 0 group B member 1 (Homo sapiens), P51843;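 active means inhibition above the mean over all tested compounds plus 3 SD, cut at about 4.2% in these data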;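 further: 0% = DAX1-transfected cells with DMSO and 100% = empty-vector control cells with DMSO; inhibition shows as a rise in luminescence from relieved DAX1 repression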
# Target sequence (P51843 207-470 limits assumed): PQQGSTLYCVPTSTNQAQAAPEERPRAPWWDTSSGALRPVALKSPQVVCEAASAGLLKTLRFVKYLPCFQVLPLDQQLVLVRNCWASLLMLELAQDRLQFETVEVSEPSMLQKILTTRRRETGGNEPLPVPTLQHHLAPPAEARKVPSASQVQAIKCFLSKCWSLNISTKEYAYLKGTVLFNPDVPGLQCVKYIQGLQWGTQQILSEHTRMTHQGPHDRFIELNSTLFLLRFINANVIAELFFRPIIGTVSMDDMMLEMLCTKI
# hcDAF-12 act: H. contortus DAF-12 nuclear receptor activators, primary screen, cell-based, luminescence, HEK293, lit1-tk-luc reporter; actives 1.4% (n = 370,000); HEK293 hcDAF-12 lit1-tk-luc reporter; 0% DMSO, 100% Δ7-dafachronic acid; activation, % at 6.8 µM;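 active means activation above the mean of all tested compounds plus 3 SD, cut at about 5.5% in these data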;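 further: 100% = response to 3 µM Δ7-dafachronic acid high control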
# ADAM10 inh: human ADAM10 inhibitors, primary screen, biochemical, QFRET, HTS. recombinant ADAM10, EDANS/DABCYL FRET peptide cleavage, 3 h. inhibition, % at 7 µM. actives 0.62% (n = 370,000). AID 720582, 2013;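 active means inhibition above a per-campaign cutoff equal to the mean of compounds falling between control-based bounds plus 3 SD, cut at about 20% in these data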;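 further: 0% = DMSO wells while the 100% control is not disclosed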
# The depositor's hits bear a star; i = inactive; nt = not tested or not shown.
nr	molecule	ssDAF12 agonist	PLCg1 inh	FXN GAA850 act	PLCb3 inh	sPLA2-III inh	DAX1 inh-1
1	CC(CO)NS(=O)(=O)c1cc(Cl)ccc1F (centres undefined)	0.1	0	-0.4	0	1	1.1
2	Cc1onc(-c2ccc(Cl)cc2)c1-c1ccnn1S(=O)(=O)c1ccc(Cl)cc1	-1.4	0	1.0	-5	1	0.1
3	COc1cccc(/C=N/NC(=O)c2ccc(=O)[nH]n2)c1O	-0.5	1	1.8	-9	-14	-0.1
4	Cc1ccc(Oc2ccc(OCC(=O)NC3CCS(=O)(=O)C3)cc2)cc1 (centres undefined)	-1.4	0	-1.2	-8	1	-1.2
5	CCC(=O)OCCn1c(=O)c2cc3c(=O)n(CCOC(=O)CC)c(=O)c3cc2c1=O	0.3	1	-0.4	-2	-1	0.1
6	CCCC(c1nnnn1CS(=O)(=O)c1ccc(C)cc1)N1CCN(CC)CC1 (centres undefined)	-1.1	2	2.4	2	-5	0.7
7	NC(=O)C1Cc2ccccc2CN1S(=O)(=O)c1ccc(Cl)s1 (centres undefined)	-1.5	2	0.6	-2	-4	-0.1
8	N#CC(C(=O)NCc1ccco1)c1nc2ccccc2nc1N1CCOCC1 (centres undefined)	-1.4	-81	-1.0	-98	0	0.0
9	COC(=O)c1ccccc1NC(=O)C1CCCCC1C(=O)O (centres undefined)	-1.1	-4	1.3	-2	1	0.3
10	CC1(C)SC2c3ccccc3C(=O)N2[C@@H]1C(=O)NCc1ccco1 (some centres undefined)	-1.2	1	-2.2	-3	-5	-0.2
11	CCOC(=O)[C@]12CCCC=C1N(CCC1=CCCCC1)C(=O)[C@H](CC(=O)NCc1ccc(OC)c(OC)c1)C2	-1.1	4	nt	-1	0	-1.1
12	c1ccc(Cc2cnc(N3CCN(Cc4csc5ccccc45)CC3)nc2)cc1	-1.6	2	nt	0	-15	-2.1
13	CCCc1cc(=O)oc2cc(C)cc(OC(C)C(=O)NCCCn3ccnc3)c12 (centres undefined)	-1.1	-166	-0.9	-267	-12	0.0
14	CCC1CCCCN1CCCNC(=O)COc1cc(=O)n(C)c2ccccc12 (centres undefined)	-1.2	-3	-1.4	-3	0	0.4
15	Cc1nc2nc(SCC(=O)c3cccc([N+](=O)[O-])c3)[nH]c2cc1Br	-1.0	7	5.5	1	-23	0.6

nr	ADAM17 inh	hgDAF12 agonist	DAX1 inh-2	hcDAF-12 act	ADAM10 inh
1	-2	3.5	1.2	0.2	-8
2	-2	-0.2	nt	2.9	5
3	-6	4.4	3.8	-0.8	-5
4	-1	-5.6	-2.3	-4.0	-22
5	-3	-0.7	-0.6	3.3	-7
6	1	1.8	nt	1.3	0
7	2	0.4	0.3	-1.3	-2
8	-41	-0.1	0.2	-1.1	-135
9	-9	1.8	0.2	-0.8	-16
10	-2	-0.1	-0.2	-0.9	6
11	-1	-2.2	nt	-2.2	-3
12	-1	-1.6	nt	-3.0	-2
13	-138	-0.9	-0.3	-1.8	-429
14	0	-1.6	2.2	-0.2	-1
15	0	5.2	-0.4	4.4	-1

# (continued)
nr	molecule	ssDAF12 agonist	PLCg1 inh	FXN GAA850 act	PLCb3 inh	sPLA2-III inh	DAX1 inh-1
16	CN(CCc1ccccn1)C(=O)c1ccc2c(c1)ncn2C1CCCCC1	-1.4	2	nt	3	3	-0.4
17	CCCCC(CC)C1OCC(CN2CCCC2)O1 (centres undefined)	-1.4	-1	-3.3	-3	4	0.3
18	Cc1ccc(S(=O)(=O)N2CCOCC2)cc1NC(=O)COC(=O)C1=COCCO1	-0.8	1	1.7	-8	4	1.3
19	CCOC(=O)CNC(=O)Cn1cnc2c(cnn2-c2ccc(C)cc2)c1=O	-0.1	-4	1.6	-17	10	-0.4
20	CN1CCN(c2ccccc2NC(=O)c2cc(Br)ccc2Cl)CC1	-1.1	3	-0.3	6	-4	-0.1
21	Cc1ccc(C(=O)N/N=C/c2ccc3c(c2)OCO3)o1	1.0*	-15	6.9	-21	6	1.5
22	O=C(O)CCCC(=O)Nc1cc([N+](=O)[O-])ccc1O	-1.3	0	-1.8	1	4	0.4
23	CCCOc1cc(C)c(S(=O)(=O)n2nnc3ccccc32)cc1C	-1.5	3	-1.5	-2	2	0.1
24	CC(NC(=O)c1ccccc1)C(=O)NNC(=O)c1ccccc1Cl (centres undefined)	-0.9	-1	1.4	-4	1	0.8
25	CCc1cccc(NC(=O)CCC(=O)O)c1	-1.4	1	2.8	-1	0	0.4
26	Cn1c(=O)c2c(nc(CN3CCC(C(N)=O)CC3)n2CCc2ccccc2)n(C)c1=O	-1.3	-1	-1.7	0	-4	-0.5
27	C#CCOCCOCCOCCNc1nc(N2CCN(C(=O)[C@H]([C@@H](C)CC)n3cc([C@@H](N)CO)nn3)CC2)nc(N2CCN(C(=O)[C@H](CCCCN)n3cc([C@@H](N)CO)nn3)CC2)n1	-1.2	5	0.5	5	0	0.4
28	CCOC(=O)c1c(C)[nH]c(C(=O)OCc2ccc(C)cc2)c1C	0.3	2	1.9	-8	-13	4.2*
29	CC(C)c1ccc(Nc2ncccc2C#N)cc1	0.3	-9	4.9	-15	-11	5.5*
30	Cc1nc2c3ccccc3nc(NNC(=O)CCC(=O)NC3CCCC3)n2n1	0.2	3	1.5	5	4	-0.3

nr	ADAM17 inh	hgDAF12 agonist	DAX1 inh-2	hcDAF-12 act	ADAM10 inh
16	-2	3.1	nt	1.2	-3
17	-4	1.8	2.9	1.0	4
18	-4	2.2	-0.6	0.3	-7
19	-4	-0.7	2.0	0.3	7
20	4	-0.3	0.0	-1.2	4
21	-8	7.9	2.3	5.9*	-25
22	-3	-1.2	1.0	-2.0	-7
23	2	4.5	0.0	-0.4	8
24	-4	2.3	0.5	1.6	-1
25	2	-0.2	1.4	-2.6	4
26	-3	3.0	1.6	-0.4	-4
27	8	-0.5	1.7	-1.6	-1
28	7	4.1	0.4	0.7	10
29	0	8.8	0.5	5.7*	-1
30	1	0.2	-1.5	-1.6	3

# Screen by screen, as entered above.
# PLCg1 inh for nos. 19–23 → -4, 3, -15, 0, 3
# ADAM10 inh for nos. 19–23 → 7, 4, -25, -7, 8

# Reformatted with two lines to a compound: part of the list above
# Every second line gives: ssDAF12 agonist, PLCg1 inh, FXN GAA850 act, PLCb3 inh, sPLA2-III inh, DAX1 inh-1, ADAM17 inh, hgDAF12 agonist, DAX1 inh-2, hcDAF-12 act, ADAM10 inh
21	Cc1ccc(C(=O)N/N=C/c2ccc3c(c2)OCO3)o1
→ 1.0*, -15, 6.9, -21, 6, 1.5, -8, 7.9, 2.3, 5.9*, -25
22	O=C(O)CCCC(=O)Nc1cc([N+](=O)[O-])ccc1O
→ -1.3, 0, -1.8, 1, 4, 0.4, -3, -1.2, 1.0, -2.0, -7

# (continued)
nr	molecule	ssDAF12 agonist	PLCg1 inh	FXN GAA850 act	PLCb3 inh	sPLA2-III inh	DAX1 inh-1
31	C#CCOc1ccc(Br)cc1C(c1c(C)[nH][nH]c1=O)c1c(C)[nH][nH]c1=O	-1.4	62*	-1.6	-2	-62	-0.5
32	O=c1[nH]c(SCc2ccc(Cl)cc2)nc2[nH]ncc12	-1.0	2	4.1	-1	-8	1.0
33	Cc1ccccc1S(=O)(=O)N1[C@@H](c2cccc(Cl)c2)C(C(=O)O)=CC[C@H]1c1ccc(Cl)cc1	-1.5	0	-0.8	-3	-51	-0.1
34	CC(C)CN(C(=O)COC(=O)CSc1ccc([N+](=O)[O-])cc1)C1CCS(=O)(=O)C1 (centres undefined)	-0.3	1	0.1	0	-6	2.2
35	O=C(Nc1cccc(S(=O)(=O)N2CCCC2)c1)C1CCCN1C(=O)c1cccs1 (centres undefined)	-1.2	-3	0.9	-3	-6	0.4
36	Cc1ccc2cc(CN(CCN(C)C)C(=O)Nc3ccc(Cl)cc3)c(=O)[nH]c2c1	0.0	-1	0.8	1	-22	1.5
37	CC(=O)c1ccc(OCC(=O)Nc2ccc3c(c2)CCC3)cc1	-1.5	-3	0.7	0	-2	-0.2
38	N#C/C(=C/c1ccc(Sc2nc3ccccc3[nH]2)o1)c1cccc(F)c1	-2.2	-36	0.3	-60	-23	-2.9
39	CCC(C)n1c(C)cc(=O)n1C(C)CC (centres undefined)	-1.9	0	0.7	5	6	0.1
40	COCCNC(=O)c1cccc2c1C(=O)c1ccc(N3CCOCC3)cc1S2(=O)=O	-0.7	-47	0.1	-75	-2	0.2
41	CN(CCOc1ccccc1)C(=O)c1cc(S(=O)(=O)N2CCOCC2)ccc1Cl	-1.4	4	1.4	-5	6	-1.0
42	CCCc1cc(=O)[nH]c(SCC(=O)Nc2ccc(C)c(S(=O)(=O)N3CCCCC3)c2)n1	-1.1	0	1.7	-4	4	-0.8
43	CC(C)(C)c1ccccc1NC(=O)N1CCNC(=O)C1CC(=O)Nc1ccc(F)cc1 (centres undefined)	-0.7	-2	-2.7	-4	1	2.9
44	Nc1nccnc1C(=O)OCC(=O)NC1CCCc2ccccc21 (centres undefined)	-1.8	-208	1.8	-264	1	-0.5
45	CCOC(=O)CC1C(=O)NCCN1S(=O)(=O)c1ccccc1Cl (centres undefined)	-1.1	4	-2.8	-1	6	-0.6

nr	ADAM17 inh	hgDAF12 agonist	DAX1 inh-2	hcDAF-12 act	ADAM10 inh
31	6	-1.0	-1.2	-1.5	4
32	2	1.7	0.8	1.0	-3
33	3	0.2	0.8	-0.6	10
34	0	4.5	-0.4	-0.2	0
35	-2	2.8	3.6	0.0	8
36	1	5.1	1.3	1.4	-5
37	1	0.8	3.3	-0.8	-1
38	3	-5.8	-2.0	-3.9	15
39	-2	0.5	0.8	-1.3	-11
40	8	0.1	2.5	-0.5	6
41	-6	2.1	-0.8	0.7	-10
42	-2	-1.3	-0.6	-0.7	-9
43	2	-1.2	2.6	-0.9	1
44	-443	1.8	0.2	-1.2	i
45	-3	-0.3	-0.2	-0.7	10

# Rows were taken by chance; overall some 6.9% were active at least once.
